Screening results as filed in PubChem BioAssay.
XiGFP reactiv: activators of X-chromosome reactivation in mouse fibroblasts; AID 743238; 360,000 compounds, 0.055% hits; activation, % at 7.58 µM; XiGFP mouse fibroblasts, % GFP-positive cells imaging, 3 d; cells co-treated with 5-aza-dC sensitizer; scaled so ellipticine positive control = 100%;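 active means mean normalized replicate activation at least 10% and every replicate at or above 10%; inconclusive means only one of the two criteria met; inactive means mean below 10% and not all replicates reach 10%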;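 further: 0% = median of on-plate neutral control wells and 100% = ellipticine 6 µM median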
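System: 68-5-11 XiGFP fibroblast line | Buffer or medium: DMEM containing 5-aza-dC | Compound: Single point | Times: Compounds 3 days, fix/stain 15 min at room temperature | Benchmarks: Positive control ellipticine, 6 µM final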
RAD54 inh: RAD54 (human) branch migration inhibition; 360,000 compounds, 0.14% hits; AID 602329; RAD54 Holliday junction branch migration, FAM/BHQ fluorescence; inhibition, % at 10.4 µM; Q92698;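 active means mean normalized replicate activity at least 40 and at least half of replicates scoring 40 or more; inconclusive means only one of the two criteria met; inactive means mean below 40 and under half of replicates reaching 40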;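 further: 0% = median of neutral control wells and 100% = median of positive control wells; inhibitors cause a drop in the FAM fluorescence signal; in these data hits start at about 50%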
GSIS activator: primary screen for activators of insulin secretion dependent on glucose, INS-1E cells, GLuc reporter luminescence; INS-1E GLuc reporter insulin secretion, 2-3 h; activation, % at 16.6 µM; 370,000 compounds, 0.61% hits; AID 743287;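 active means lowest replicate activation of at least 40%, so every replicate reaches that level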;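 further: 0% = median of neutral control wells and 100% = median of IBMX positive control wells; some compounds called inactive have numbers as strong as hits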
RAD52 anneal inh: RAD52 (human) annealing inhibition. inhibition, % at 18.7 µM. P43351. recombinant RAD52 DNA annealing, FRET fluorescence. 360,000 compounds, 0.46% hits;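 active means every replicate showing at least 50% inhibition; inconclusive means mean inhibition at least 50% but not in every replicate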
Target sequence (P43351 whole entry, looked up): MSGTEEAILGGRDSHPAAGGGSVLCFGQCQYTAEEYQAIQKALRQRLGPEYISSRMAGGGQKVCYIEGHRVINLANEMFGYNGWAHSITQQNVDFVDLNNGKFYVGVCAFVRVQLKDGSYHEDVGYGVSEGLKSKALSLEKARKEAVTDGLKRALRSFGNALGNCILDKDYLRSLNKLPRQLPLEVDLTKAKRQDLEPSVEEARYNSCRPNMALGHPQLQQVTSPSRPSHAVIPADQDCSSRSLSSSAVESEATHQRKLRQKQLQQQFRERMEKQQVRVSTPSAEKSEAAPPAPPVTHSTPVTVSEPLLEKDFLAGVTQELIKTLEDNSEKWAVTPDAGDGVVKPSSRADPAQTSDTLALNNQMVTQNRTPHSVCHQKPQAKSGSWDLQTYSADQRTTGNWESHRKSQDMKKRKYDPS
CASP6 VEID inh: caspase-6 (human) enzyme inhibition; P55212; purified caspase-6, Z-VEID-R110 cleavage fluorescence; AID 686996; inhibition, % at 12.5 µM; 350,000 compounds, 0.53% hits;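 active means mean inhibition across replicates at least about 35%, with every replicate also reaching that limit, limit read from the data; inconclusive means only one of the two criteria met; inactive means neither criterion met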;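 further: 0% = median of neutral control wells and 100% = no fluorescence left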
E-selectin induc: induces E-selectin expression in human endothelial cells; P16581; HUVEC E-selectin immunofluorescence imaging; normalized: neutral wells 0, TNF-alpha wells 100; activation, % at 7.58 µM; 260,000 compounds, 0.37% hits;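 active means mean E-selectin-positive cell signal at least 10% of the positive control, reached in at least 60% of replicates, without over 20% cell loss; inconclusive means no rule given, readout overlaps actives, possibly toxicity-flagged; inactive means the rest, including those meeting only one limit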;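 further: in these data hits start at about 27%; measured in HUVEC primary endothelial cells; signal is the percent of cells scored E-selectin positive by PE staining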
Target sequence (P16581 whole entry, looked up): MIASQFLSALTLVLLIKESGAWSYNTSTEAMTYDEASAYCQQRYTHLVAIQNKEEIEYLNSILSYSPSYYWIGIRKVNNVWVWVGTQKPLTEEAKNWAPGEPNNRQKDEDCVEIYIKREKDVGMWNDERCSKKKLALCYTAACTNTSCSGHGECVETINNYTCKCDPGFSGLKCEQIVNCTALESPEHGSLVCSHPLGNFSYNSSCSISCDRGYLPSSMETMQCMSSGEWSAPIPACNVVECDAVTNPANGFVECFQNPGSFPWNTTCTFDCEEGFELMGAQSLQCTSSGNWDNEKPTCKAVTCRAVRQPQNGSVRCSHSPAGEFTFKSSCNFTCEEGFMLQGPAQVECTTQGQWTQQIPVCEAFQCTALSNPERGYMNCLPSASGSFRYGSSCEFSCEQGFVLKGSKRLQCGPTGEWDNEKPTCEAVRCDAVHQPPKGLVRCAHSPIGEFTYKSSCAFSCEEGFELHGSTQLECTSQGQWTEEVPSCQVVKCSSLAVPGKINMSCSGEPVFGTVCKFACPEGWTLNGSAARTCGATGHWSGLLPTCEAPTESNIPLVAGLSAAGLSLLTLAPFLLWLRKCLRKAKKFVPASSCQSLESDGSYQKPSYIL
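Test system: HUVEC | Signal: Immunofluorescence imaging | Read-out: Percent E-selectin-positive cells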
DENV2 CPE: inhibitors of DENV2 cytopathic effect. DENV2-infected cells, cytopathic effect rescue, plate reader. CPE inhibition, % at 9.99 µM. 350,000 compounds, 1.7% hits. AID 651640; in the data active means CPE inhibition above about 20%, passing the limit was not always enough; inconclusive means no clear call, values can overlap the other calls; tested in BHK-21 cells;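 further: 0% = median of neutral control wells and 100% = median of positive control wells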
F508del corr: correctors of CFTR F508del function in bronchial epithelial cells; activity (quench increase), % at 7.58 µM; AID 720511; 350,000 compounds, 0.36% hits; CFBE cells, YFP halide quenching; stimulated with forskolin plus potentiator P3; % fluorescence drop versus neutral controls;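 active means mean added fluorescence quench of at least 8% versus neutral control, with both replicates also reaching 8%; inconclusive means only one of the mean or replicate conditions met; inactive means mean below 8% and not both replicates reaching 8%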;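 further: cells transiently co-express mutant CFTR-F508del with the halide-sensitive YFP; corrector assay measuring rescue of mutant channel to the surface after 24 h compound exposure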
* marks the source's active call; other numbers are inactive results; ? = inconclusive; · = not tested or not shown; & = joins results of further samples.

SMILES	XiGFP reactiv	RAD54 inh	GSIS activator	RAD52 anneal inh	CASP6 VEID inh	E-selectin induc	DENV2 CPE	F508del corr
COc1ccccc1NOC(=O)CCOc1ccccc1	0.1	6	-3	-40	-5	0.7	2	2.6
CN1c2ccc(-c3ccccc3)cc2[C@H]2[C@H](CCN2C(=O)CC2CC2)[C@@H]1CO	0.1	15	-32	2	3	0.4	-4	0.7
O=C(Cn1cnc2c(OCc3ccccc3)ncnc21)NCCCN1CCCC1=O	-0.1	-6	10	-14	-3	-0.1	-2	-0.2
COc1ccc(CN(C)C[C@@H]2OCCCC[C@H](C)Oc3ccc(NS(=O)(=O)c4ccc(F)cc4)cc3C(=O)N([C@H](C)CO)C[C@@H]2C)cc1	0.2	-2	-2	53*	0	·	7	0.4
O=C(O)c1cnccn1	0.0	8	·	-5	5	0.0	5	1.6
CO[C@@H]1CN(C)C(=O)c2cc(NC(=O)c3cc(C)on3)ccc2OC[C@H](C)N(C(C)=O)C[C@@H]1C	0.4	3	14	-5	0	0.0	-1	0.3
Cn1cc(C(=O)c2ccc(Cl)cc2Cl)cc1C(=O)N/N=C(\N)COc1ccc(Cl)cc1	0.0	·	-39	-3	2	·	-3	2.1
CCCN(C)C[C@H]1Oc2ncc(-c3cccc(C#N)c3)cc2C(=O)N([C@H](C)CO)C[C@@H]1C	-1.5	1	-11	-3	-1	0.2	15	-0.5
COCCNC[C@@H]1[C@@H](c2ccccc2)[C@@H](CO)N1c1nc(C)c(C)s1	-0.1	6	12	-13	-1	-0.2	-8	-1.1
O=C(Cc1ccccn1)NCC[C@H]1CC[C@@H](NS(=O)(=O)c2ccccc2)[C@H](CO)O1	-0.3	-13	7	-19	-3	-0.3	-1	0.6
C=CCNC(=O)C1CC(=O)N(c2ccc(OCC(=O)Nc3c(C)cccc3C)cc2)C1 (stereo not given)	0.0	-7	21	-3	0	·	7	-3.5
Cc1nc(SCC(=O)N(C)C2CCS(=O)(=O)C2)c2ccccc2n1 (stereo not given)	0.0	5	3	-44	-1	-0.3	-3	0.0
Cc1c(O)ccoc1=O	·	-25	10	-5	-1	·	4	1.1
O=C(C[n+]1ccc(C(=O)c2ccccc2)cc1)Nc1ccccc1OC(F)F	0.2	4	13	-10	0	0.0	-3	3.9
CO[C@H]1CC[C@H]2CCN(C)C(=O)[C@H](C)N(C)C(=O)c3cc(C#N)ccc3OC[C@@H]1O2	0.0	3	-8	-3	-5	0.1	-1	·
C[C@H](CO)N1C[C@H](C)[C@@H](CN(C)C(=O)Nc2ccc(C(F)(F)F)cc2)Oc2ccc(NC(=O)c3ccncc3)cc2C1=O	-0.9&-0.7	-1&9	16&6	-9&-21	1&4	0.0&0.2	-2&4	0.4&-0.5
COCC(=O)Nc1ccc2c(c1)C(=O)N(C)C[C@H](OC)[C@@H](C)CN(C(=O)Cc1cccnc1)[C@H](C)CO2	0.2	·	11	·	·	-0.1	·	-0.1
C[C@@H]1CN([C@@H](C)CO)C(=O)c2cc(NS(C)(=O)=O)ccc2O[C@@H](C)CCCCO[C@H]1CN(C)C(=O)Nc1ccc2c(c1)OCO2	0.0&-0.1	10	7&7	-19	3	-0.1	5	0.9
COc1ccc(C2NCCc3sccc32)cc1 (stereo not given)	0.1	·	11	-24	0	?	2	1.6
CC(C)(C)c1ccc(C(=O)N2CCN(Cc3ccccc3)CC2)cc1	0.0	-3	-21	-11	2	-0.1	5	-0.6
Cc1noc(C)c1COC(=O)c1cccnc1Cl	0.7	-5	-3	-13	-3	6.1	0	0.9
Cc1cnc(C(=O)OCC(=O)c2ccc[nH]2)cn1	-0.1	3	9	3	24	2.8	2	0.4
Cc1noc(C)c1COC(=O)C1CCN(C(=O)c2ccc(Cl)cc2)CC1	0.1	·	-3	-4	-1	-0.3	0	-5.1
C[C@@H]1CN([C@@H](C)CO)C(=O)c2cccc(NC(=O)C3CC3)c2O[C@H]1CN(C)Cc1ccc(Oc2ccccc2)cc1	-0.4	2	-14	0	-3	-0.6	-8	3.2
CC(=O)Nc1ccc(/C=C/c2nc(-c3ccccc3O)n[nH]2)cc1	0.1	2	15	-20	0	0.1	-1	2.6

Further results follow:
SMILES	XiGFP reactiv	RAD54 inh	GSIS activator	RAD52 anneal inh	CASP6 VEID inh	E-selectin induc	DENV2 CPE	F508del corr
CCN(CC(=O)Nc1ccc(NC(C)=O)cc1)C(=O)CCCSc1nc2ccccc2[nH]1	0.2	·	0	5	-3	·	2	2.4
O=C(Cc1cccc(NC(=O)C2CCCN(C(=O)C3CCC3)C2)c1)Nc1ccc(C(=O)N2CCOCC2)cc1 (stereo not given)	-0.1	11	-1	-2	1	-0.1	32*	3.6
O=C([C@@H]1[C@@H](CO)[C@@H]2Cn3c(ccc(-c4cncnc4)c3=O)[C@@H]2N1CC1CC1)N1CCCCC1	0.0	-1	7	-3	-1	0.1	17	-1.2
COc1ccc(NC(=O)c2cc(-c3cc(F)ccc3OC)n[nH]2)cn1	-0.1	4	8	0	4	0.4	11	-0.6
O=C(COc1ccccc1-c1ccccc1)NCc1cccc(Cl)c1	0.0	-11	-21	-12	-1	-1.4	-5	0.8
C[C@@H]1CCCCO[C@@H](CN(C)C(=O)c2ccccc2)[C@@H](C)CN([C@H](C)CO)C(=O)c2cc(NC(=O)C3CCCCC3)ccc2O1	-1.2	0	1	-2	2	0.0	-6	1.5
COc1ccccc1NC(=O)CCNS(=O)(=O)c1ccc2c(c1)CC(C)N2C(=O)C1CC1 (stereo not given)	0.2	8	-3	-4	-1	·	4	3.1
CCO[C@@H]1OC(C(=O)N2CCN(Cc3ccc4c(c3)OCO4)CC2)=C[C@H](C)[C@H]1CCCO	-0.6	-10&5	6	14&-7	0&-2	0.1	2&-6	-0.8&-5.1
Cc1cccc(OCC(=O)Nc2ccc(C(=O)c3ccc(C(=O)O)cc3)cc2)c1	0.0	-3	-1	-12	4	·	0	1.1
Nc1nnc2c(C(F)(F)F)nc3ccccc3n12	0.0	-4	13	-9	-3	·	8	-2.1
CC1CCCCN1CCCNC(=O)C1CCN(c2nnc(-n3cccc3)s2)CC1 (stereo not given)	0.0	-1	-10	47	-125	·	1	1.3
O=C(C1COc2ccccc2O1)N1CCN(c2ccccn2)CC1 (stereo not given)	0.0	-4	20	-8	2	-0.4	4	-3.9
O=C(C[C@@H]1CC[C@H](NS(=O)(=O)c2ccc(F)cc2)[C@H](CO)O1)N1CCc2ccccc2C1	0.6	3	-4	-14	-1	0.9	-7	1.8
O=C(CNC(=O)c1ccccc1F)N/N=C\C=C\c1ccccc1	0.0	20	-10	-7	0	·	2	2.2
C=CCn1c(SCc2cccc(C#N)c2)nnc1-c1ccccc1O	0.2	2	1	-14	0	-0.1	4	-0.6
CNC[C@@H]1OCCCC[C@H](C)Oc2ccc(NS(=O)(=O)c3ccc(F)cc3)cc2C(=O)N([C@@H](C)CO)C[C@H]1C	0.2	·	1	·	·	0.0	·	-0.8
Cc1cc(C)n2c(NC3CCCCC3)c(-c3ccccn3)nc2n1	0.1	·	-6	-7	2	0.1	29*	4.8
C[C@@H]1CCCCO[C@H](CN(C)S(=O)(=O)c2cn(C)cn2)[C@@H](C)CN([C@@H](C)CO)C(=O)c2cc(NC(=O)Nc3ccc4c(c3)OCO4)ccc2O1	-0.7	11	-10	21	0	0.0	3	-1.2
O=[N+]([O-])c1ncccc1OCc1ccc(Br)cc1F	0.2	3	24	-7	0	0.2	-1	0.2
COc1ccccc1Cc1c(-c2ccccc2)nc2cc(C)c(Br)c(C)n12	0.0	·	0	-28	-3	0.4	-5	1.2
CN1C2CCC1CC(NS(=O)(=O)c1cc(Cl)c(Cl)cc1Cl)C2 (stereo not given)	0.0	-4	-8	-17	3	-0.7	3	-0.7
C[C@@H]1CN([C@H](C)CO)C(=O)Cc2cc(NC(=O)Cn3cnnn3)ccc2O[C@@H]1CN(C)Cc1ccc(C(=O)Nc2ccccc2N)cc1	0.2	·	6	-1	-1	-0.9	112*	0.0
O=C(NCc1cccc(Cl)c1)c1cccc(C(F)(F)F)c1	·	10	-56	-11	-1	·	-5	-5.2
N#C[C@@H]1[C@@H](c2ccccc2)[C@H](CO)N1C(=O)c1ccc2c(c1)OCO2	-0.1	11	0	-3	-1	-0.1	10	-0.8
O=C(CNC(=O)c1ccccc1F)c1ccccc1	0.0	-2	-8	-3	3	·	-3	2.7

Next records.
SMILES	XiGFP reactiv	RAD54 inh	GSIS activator	RAD52 anneal inh	CASP6 VEID inh	E-selectin induc	DENV2 CPE	F508del corr
C[C@@H]1CN([C@H](C)CO)C(=O)CCCn2cc(nn2)CO[C@H]1CN(C)Cc1cccc(C(F)(F)F)c1	-0.2	6	-4	1	-1	-0.2	6	-0.3
CN(C)c1ncnc2c1ncn2[C@H]1CN(CCN2CCOCC2)C[C@@H](CO)O1	0.0	-4	·	-3	12	-0.1	-2	1.8
COc1cc(/C=N/n2c(C3CCCCC3)n[nH]c2=S)cc(OC)c1O	0.0	-10	-12	-17	-1	·	-4	7.4
C[C@@H]1CN([C@H](C)CO)S(=O)(=O)c2ccc(C#CC3(O)CCCC3)cc2O[C@H]1CN(C)C(=O)c1cccnc1	-0.1	0	33	2	0	·	0	-3.6
Cc1ccccc1NC(=O)NCC1CCN(C(=O)OC(C)(C)C)CC1	0.0	·	·	-2	-1	0.0	-3	1.8
CC(C)(C)C(=O)Nc1c2c(nn1-c1ccccc1)CSC2	0.1	10	-9	-12	0	·	-1	-0.4
CCCCC(=O)N1C/C=C\[C@H](c2ccc(OC)cc2)N(Cc2ccc(F)cc2)C(=O)[C@@H]1C	0.1	0	-14	-13	0	-0.1	9	1.0
COc1ccc(S(=O)(=O)Nc2ccc3c(c2)C(=O)N([C@@H](C)CO)C[C@@H](C)[C@H](CN(C)S(=O)(=O)c2ccc(Cl)cc2)OCCCC[C@H](C)O3)cc1	0.1	2	4	-6	1	1.6	-4	-2.5
CC1(c2ccc(Cl)cc2)NC(=O)N(CN2CCOCC2)C1=O (stereo not given)	0.3	7	-7	-12	1	0.0	4	-2.3
O=C1c2ccc(Br)cc2C(=O)N1c1ccc(Cl)cn1	0.0	5	-5	-1	2	0.2	0	0.4
Cc1ccccc1C(=O)NNc1ccc(-c2csnn2)cc1	0.3	-9	-2	-10	-2	0.1	11	-1.3
O=C(O)CCCCCN1C(=O)c2ccc(C(=O)O)cc2C1=O	·	-12	10	-4	1	·	-3	-0.8
O=C(O)CC(NC(=O)CCC1CCCCC1)c1cc([N+](=O)[O-])ccc1Cl (stereo not given)	0.1	5	-11	-21	2	2.3	-9	-0.8
COc1ccc(CN(C)C[C@@H]2Oc3ccc(NS(=O)(=O)c4ccc(C)cc4)cc3CC(=O)N([C@@H](C)CO)C[C@@H]2C)cc1	0.0	-1	-14	2	7	0.1	13	1.8
Cc1cccc(N2CCN(C(=O)CN3CCOc4ccccc43)CC2C)c1 (stereo not given)	0.2	-3	-5	-21	0	·	-15	1.6
Cc1cc(C)c(OCCCCN2CCNCC2)c(C)c1	0.0	4	-11	8	-11	1.7	12	0.8
O=C(NCCCN1CCCC1=O)c1ccc(NS(=O)(=O)c2ccccc2)cc1	0.0	-2	-1	-5	0	-1.8	5	-1.4
C/C=C/c1ccc([C@@H]2[C@H](CO)N(CC3CCCC3)C23CN(C(=O)CC)C3)cc1	0.0	·	-20	18	-1	0.1	2	1.2
O=C(c1cccnc1)N1CC2(C1)[C@@H](c1ccccc1)[C@H](CO)N2C(=O)C1CCC1	0.1	·	11	-11	-1	-0.1	-7	-1.6
